Source: PubChem BioAssay (several laboratories)
FBA Mtb inh – inhibits M. tuberculosis FBA enzyme | P9WQA3 | purified M. tuberculosis FBA, fluorescence read-out | inhibition, % at 1 µM | 360,000 compounds, 2.3% hits | AID 588726; in the data active = inhibition above about 27%;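 also: 0% = vehicle and 100% = reference inhibitor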
Target sequence (P9WQA3 whole entry, looked up): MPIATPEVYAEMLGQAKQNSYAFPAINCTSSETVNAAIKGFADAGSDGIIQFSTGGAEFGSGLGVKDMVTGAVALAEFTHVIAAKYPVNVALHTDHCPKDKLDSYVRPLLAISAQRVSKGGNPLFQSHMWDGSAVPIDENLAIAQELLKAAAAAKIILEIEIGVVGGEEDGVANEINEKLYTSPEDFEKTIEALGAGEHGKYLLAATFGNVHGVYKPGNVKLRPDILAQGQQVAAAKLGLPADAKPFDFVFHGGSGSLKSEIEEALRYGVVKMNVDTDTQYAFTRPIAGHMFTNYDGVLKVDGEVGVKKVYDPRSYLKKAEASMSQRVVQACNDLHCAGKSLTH
3CLpro inhibitor – SARS-CoV 3CLpro protease inhibition; P0C6X7; recombinant SARS-CoV 3CLpro, quenched FRET peptide cleavage; inhibition, % at 6 µM; 290,000 compounds, 0.14% hits; AID 1706; in the data active = inhibition above about 12%
Vc quorum ag – quorum light induction in luxS cqsA deficient V. cholerae. V. cholerae BH1578 lux reporter, luminescence, 6 h. activation, % at 18.7 µM. 350,000 compounds, 0.16% hits; in the data active = activation mostly above about 9.7%, no sharp cut-off; also: not every result past the cut was called active; inactives centre near 0; reference of the scale not given here
Mtb BioA inh – blocks M. tuberculosis BioA enzyme activity; 360,000 compounds, 0.096% hits; purified M. tuberculosis BioA enzyme, plate reader; AID 602481; inhibition, % at 9.99 µM; in the data active = inhibition above about 40%
UGM FP inh – inhibitors of M. tuberculosis UDP-galactopyranose mutase. 320,000 compounds, 0.06% hits. purified UGM, fluorescence polarization probe displacement. inhibition, % at 10 µM. AID 504406; in the data active = inhibition above about 10%, passing the limit was not always enough
Target sequence (P9WIQ1 whole entry, looked up): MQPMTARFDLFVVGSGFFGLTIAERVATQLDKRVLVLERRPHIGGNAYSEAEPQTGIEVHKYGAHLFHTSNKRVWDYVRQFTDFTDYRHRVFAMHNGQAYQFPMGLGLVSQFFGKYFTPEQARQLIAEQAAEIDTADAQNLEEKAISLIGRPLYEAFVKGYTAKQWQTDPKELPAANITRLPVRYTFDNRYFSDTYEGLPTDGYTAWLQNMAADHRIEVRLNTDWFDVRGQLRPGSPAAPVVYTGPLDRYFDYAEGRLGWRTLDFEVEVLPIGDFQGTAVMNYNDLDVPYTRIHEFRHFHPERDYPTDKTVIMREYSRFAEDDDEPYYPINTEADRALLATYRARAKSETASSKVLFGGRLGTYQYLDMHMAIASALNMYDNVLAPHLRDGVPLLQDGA
Rv3671c inh – inhibits the M. tuberculosis serine protease Rv3671c. P9WHR9. inhibition, % at 5.96 µM. 320,000 compounds, 0.048% hits. AID 2606; in the data active = inhibition above about 38%;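 also: extracellular domain of Rv3671c used as enzyme; 0% = enzyme with DMSO and 100% = no enzyme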
SSB-PriA inh – K. pneumoniae PriA-SSBct interaction inhibition | 430,000 compounds, 0.6% hits | AlphaScreen SSBct-PriA binding, biotinylated peptide | inhibition, % at 33 µM; in the data active = inhibition mostly above about 37%, no sharp cut-off; inactive = mostly below about 20%;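 also: plate controls were negative control peptide for no effect and reference peptide for full effect; strong numbers were not always called active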
GDH-TPI inh – counter-screen for M. tuberculosis FBA inhibitors: GDH-TPI coupled enzymes. GDH-TPI coupled enzyme counterscreen, NADH absorbance. inhibition, % at 4.8 µM. 360,000 compounds, 1.2% hits; in the data active = inhibition above about 30%;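 also: 0% = DMSO wells and 100% = wells lacking the enzyme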
MazEF act – increases E. coli MazEF RNase cleavage of RNA; P0AE70; FAM/BHQ RNA-DNA oligo cleavage fluorescence, 5 h; activation, % at 20 µM; 350,000 compounds, 0.32% hits; AID 504720; in the data active = activation above about 50%
Target sequence (P0AE70 whole entry, looked up): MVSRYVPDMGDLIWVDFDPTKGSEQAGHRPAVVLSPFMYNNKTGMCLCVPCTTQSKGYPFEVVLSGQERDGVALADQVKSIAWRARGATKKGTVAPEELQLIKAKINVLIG
DUSP3 inh – DUSP3 (human) phosphatase inhibition; AID 1654; 290,000 compounds, 0.52% hits; inhibition, % at 13.3 µM; recombinant VHR phosphatase, pNPP absorbance; P51452; in the data active = inhibition above about 50%; also: some compounds called inactive have numbers as strong as hits
Target sequence (P51452 whole entry, looked up): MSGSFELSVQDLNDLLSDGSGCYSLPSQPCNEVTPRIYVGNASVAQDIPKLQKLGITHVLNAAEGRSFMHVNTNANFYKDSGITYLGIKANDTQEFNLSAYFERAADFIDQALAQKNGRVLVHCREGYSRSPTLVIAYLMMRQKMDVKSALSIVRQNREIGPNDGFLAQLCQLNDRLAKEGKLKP
Active calls of the source: *; i = inactive; · = no result given; & = joins results of further samples.

SMILES,FBA Mtb inh,3CLpro inhibitor,Vc quorum ag,Mtb BioA inh,UGM FP inh,Rv3671c inh,SSB-PriA inh,GDH-TPI inh,MazEF act,DUSP3 inh
CCOc1ccc(NC(=O)c2ccc(Cl)c(NC(=O)c3ccco3)c2)cc1,-2,0,i,0.0,-1.0,-5,-17,-4,2,5
COc1ccc(CC(=O)NNC(=O)c2ccccn2)cc1,-1,-2,-0.6,-0.9,-0.7,-8,-8,14,3,6
O=C(COC(=O)CCN1C(=O)/C(=C\C=C\c2ccccc2)SC1=S)Nc1ccc(Br)cc1,0,-1,1.6,·,0.7,-34,1,0,-6,-22
COc1ccc(S(=O)(=O)N(C)c2ccc(C(=O)N3CCN(C)CC3)cc2)cc1,-1,-2,-0.4,-0.3,1.5,-3,-4,-1,4,32
Cn1c(=O)c2c(nc(-n3ccnc3)n2Cc2ccc(Cl)cc2Cl)n(C)c1=O,5,3,i,-0.1,-1.1,-6,-2,11,-2,26
O=C(COC(=O)c1cc(S(=O)(=O)N2CCOCC2)c(Cl)cc1Cl)Nc1ncc(C(F)(F)F)cc1Cl,0,-1,-0.8,0.0,1.1,-2,-2,-3,24,35
COc1ccc(C2C3=C(CC(C)(C)CC3=O)Nc3c2c(=O)[nH]c(=O)n3Cc2ccccc2)cc1OC (configuration not stated),4,-5,-0.1,·,0.1,1,-7,12,-6,-8
Cc1c(C(=O)NCc2cccnc2)oc2ccc(S(=O)(=O)N3CCC4(CC3)OCCO4)cc12,0,5,i,3.7,1.1,-4,2,-6,-9,-4
CCC(Cc1ccccc1)NC(=O)C1CCCCC1 (configuration not stated),-4,2,i,1.4,0.4,-4,-7,17,-17,38
COC(=O)c1c(C)nc2nonc2c1N,14,2,-0.3,·,2.6,-4,-8,-8,6,5
COc1ccc(NC(=O)CN(C)C(=O)CCCN2C(=O)c3cccc4cccc(c34)C2=O)cc1,11,·,i,-0.2,1.4,-7,-8,17,-12,·
CCN(CC(=O)Nc1cc(C)on1)CC(=O)Nc1ccccc1C(F)(F)F,4,·,-0.5,1.2,7.4,0,-7,13,-9,·
Cc1cc(C)cc(NC(=O)N2CCCC2C(=O)Nc2ccc(-n3cnnn3)cc2)c1 (configuration not stated),3,-3,i,-2.2,-3.5,13,-14,-2,9,2
CCOc1ccc(/C=N/Nc2cc(N3CCOCC3)ncn2)c(O)c1,4,·,i,-1.1,·,·,·,24,-5,·
COc1ccc2c(CN3CCN(S(=O)(=O)c4cccs4)CC3)cc(=O)oc2c1,2,4,i,0.9,0.1,-5,3,16,-1,21
Cc1ccc(CNc2ncccc2-c2nc3cc(Cl)ccc3o2)cc1,3,-6,-5.6,0.7,2.2,2,-6,-11,-7,-13
CC1(C)CC(=O)C2=C(C1)N(Cc1cccnc1)C(=O)C2(NC(=O)C1CC1)C(F)(F)F (configuration not stated),0,-3,-0.3,0.6,0.3,6,-20,-9,1,-14
CCCCn1c(NC(C)CC)nc2c1c(=O)[nH]c(=O)n2C (configuration not stated),4,4,·,3.3,1.3,1,-19,-2,6,7
CCOC(=O)C1C2NC(=O)N(Cc3ccccc3)C1(C)Oc1c(OC)cccc12 (configuration not stated),1,-7,2.0,-1.4,1.4,6,-5,4,-4,0
CC1(C)CC(NCCC(c2ccccc2)c2ccco2)CCO1 (configuration not stated),-8,0,-0.4,-2.3,-1.3,-8,-1,4,7,2
Cc1c(NC(=O)c2ccc(CC(C)C)o2)c(=O)n(-c2ccccc2)n1C,-4,1,i,-0.5,-2.6,1,-6,13,2,17
COc1ccc(Cc2nn[nH]n2)cc1,2,-1,7.6*,1.3,-0.6,0,-14,-5,-3,5
C#CCOCCOCCOCCNc1nc(N2CCN(C(=O)[C@H]([C@@H](C)CC)n3cc(CCCCN)nn3)CC2)nc(N2CCN(C(=O)[C@H](CCCCN)n3cc(CC(C)O)nn3)CC2)n1 (some centres not stated),1,·,i,0.1,-1.3,-6,-4,2,0,·
Cc1[nH]c2ccc(C(=O)O)cc2c1C,7,2,-7.1,-2.4,-0.4,-1,-6,12,0,-4
CCNC(=O)c1ccc(C2SCC(=O)N2Cc2ccco2)cc1 (configuration not stated),2,-3,-0.6,0.5,2.5,-4,-8,1,-10,48
O=C(CSc1nc2ccccc2c(=O)n1-c1ccccc1)c1c[nH]c2ccccc12,4,-3,i,·,-0.2,-19,-15,3,-33,2
O=C(CN1C(=O)C(c2ccccc2)Oc2cccnc21)NCc1ccccc1F (configuration not stated),2,3,i,0.8,-1.3,5,-12,8,-2,13
Cc1cccc(N2CCN(S(=O)(=O)c3ccc4c(c3)NC(=O)CO4)CC2)c1C,1,0,-0.2,-2.6,-0.4,-6,-5,-5,11,18
CCOc1ccc(C(=O)Nc2ccc3c(c2)OCCO3)cc1OC,0,6,-2.9,1.4,-4.1,-16,-10,-5,0,-8
Cc1ccc2c(CN3CCN(Cc4ccccc4)CC3)cc(=O)oc2c1,0,5,-0.6,3.9,3.3,5,3,6,3,2
C/C=C/c1ccc(OCC(=O)OCc2csc(CC(=O)Nc3ccccc3C)n2)c(OC)c1,1,2,i,0.5,-1.1,-10,2,-1,2,21
CC(C)(C)OC(=O)N1CCOCCOCCN(C(=O)OC(C)(C)C)CCOCCOCC1,1,-3,-0.4,·,4.9,-8,-8,0,-1,1
Nc1nc(N2CCOCC2)nc2ccccc12,75*,-8,·,0.0,-2.8,12,-4,23,-4,8
COc1ccccc1NC(=O)Cn1cc(C#N)c2ccccc21,0,-1,-0.5,-2.0,2.2,-3,-10,5,-1,-6
CCOC(=O)N1CCN(C(=O)c2cnc3n(c2=O)CCS3)CC1,-2,-6,i,-0.7,0.1,6,-7&0&-16,-8,4,24
COc1ccc(C(=O)N2CCN=C2SCc2cccnc2)c(OC)c1,-1,0,-0.2,0.7,0.2,10,-19,8,8,25
C/C(=C\C(=O)c1ccccc1)Nc1ccc(O)cc1,-6,7,-0.3,·,-0.6,9,·,3,-5,-6
CC1CC(C)CN(S(=O)(=O)c2cccc(C(=O)N3CCN(c4ccc(F)cc4)CC3)c2)C1 (configuration not stated),-1,·,-1.3,5.6,-2.1,-1,-13,8,-3,·
Cc1ccccc1N1CC(O)(c2cccs2)[N+]2=C1CCCC2 (configuration not stated),-4,-1,-0.1,·,1.4,5,2,-15,-3,36
O=C(Nc1c(F)cc(F)cc1Br)c1cc(S(=O)(=O)N2CCN(c3ccccn3)CC2)ccc1F,0,3,-0.5,1.1,1.7,-8,4,2,-13,27
CCCCNC(=O)COC(=O)CNC(=O)c1cc(Cl)cc([N+](=O)[O-])c1,-4,-3,-1.6,·,0.3,1,-6,-9,8,17
O=C(NCc1ccco1)c1ccccc1NS(=O)(=O)c1ccc2c(c1)OCCO2,12,2,-0.2,0.5,0.6,-12,3,3,-11,7
CCc1nc2ccc(C(=O)NCCNC(C)=O)cn2c1N(C)CCCc1ccccc1,-2,·,-0.5,6.0,·,·,·,13,·,·
CNc1cnc(-c2cc(OC)c(OC)c(OC)c2)cn1,3,·,i,-0.6,·,·,·,16,·,·
C=CCNC(=S)NNC(=O)c1cccnc1,0,-2,1.9,-0.4,-2.8,1,-9,13,17,17
Cc1cc(C)c(N2C(=O)C3C4CC(=O)C(c5ccccc54)C3C2=O)c(C)c1 (configuration not stated),-1,4,-0.4,-0.3,-1.6,6,-4,6,1,5
COc1ccccc1OCC(=O)N1CCCC(Nc2ccc(F)c(F)c2)C1 (configuration not stated),-2,0,·,7.2,-0.3,8,-8,-4,1,-4
COc1ccc(NC(=O)CCC2CCCC2)cc1OC,-1,3,-0.2,-1.0,-1.2,10,-24,-2,8,12
Cc1cccc(N=Nc2c(N)n[nH]c2-c2ccc(Cl)cc2)c1,-5,7,-0.2,0.3,0.7,14,21,9,-8,18
Cc1nn(-c2ccccc2)c2sc(-c3nnc(SCC(=O)O)o3)cc12,101*,3,i,0.7,1.2,-4,1,17,0,8
O=C(Nc1cccc2nsnc12)c1ccc(-c2cccc(Cl)c2)o1,16,-2,i,-1.6,0.7,-17,-10,10,48,26
O=C(CSc1nc2ccccc2c2c1CCCC2)N1CCOCC1,-1,-4,-0.1,1.2,-0.1,-9,3,-1,-1,36
COC(=O)c1ccc(NC(=O)C2C3CCC(C3)C2C(=O)O)cc1 (configuration not stated),0,-5,-0.7,9.6,0.4,4,-4,-4,6,28
O=C(N/N=C/c1cccc([N+](=O)[O-])c1)C1COc2ccccc2O1 (configuration not stated),3,-5,0.2,·,-0.1,-1,·,6,2,0
COc1ccc(F)cc1CN1CCN(C(=O)CCC(=O)Nc2nnc(C(C)C)s2)CC1,-4,-7,·,-1.8,0.7,-3,1,-1,-5,24
Cc1cccc(C(=O)N/N=C/c2cc(Br)c(Br)o2)c1,0,-4,i,·,·,0,·,28,42,-20
CSc1ccc(-c2nc(CSCC(=O)NC3CC3)c(C)o2)cc1,13,-1,-0.4,1.1,-0.3,1,-12,4,-27,-13
Cc1onc(C(=O)Nc2sc3c(c2C#N)CCCC3)c1[N+](=O)[O-],-5,3,5.6,·,-1.1,-25,2,13,1,-33
COc1ccc(-n2ccc(=O)c(C(=O)O)n2)cc1,1,0,i,0.3,3.0,5,0,18,1,7
CCCCCOc1ccc(C(=O)CCC(=O)NC(C)c2ccc(S(N)(=O)=O)cc2)cc1 (configuration not stated),-1,·,0.9,-0.1,-2.2,-1,-4,-10,-3,·

Pulled by compound from the list above:
SMILES,FBA Mtb inh,3CLpro inhibitor,Vc quorum ag,Mtb BioA inh,UGM FP inh,Rv3671c inh,SSB-PriA inh,GDH-TPI inh,MazEF act,DUSP3 inh
COC(=O)c1c(C)nc2nonc2c1N,14,2,-0.3,·,2.6,-4,-8,-8,6,5
Cc1ccc(CNc2ncccc2-c2nc3cc(Cl)ccc3o2)cc1,3,-6,-5.6,0.7,2.2,2,-6,-11,-7,-13
O=C(CSc1nc2ccccc2c2c1CCCC2)N1CCOCC1,-1,-4,-0.1,1.2,-0.1,-9,3,-1,-1,36

An excerpt of these results, with each value named.
structure: Cc1cccc(C(=O)N/N=C/c2cc(Br)c(Br)o2)c1
  FBA Mtb inh = 0
  3CLpro inhibitor = -4
  Vc quorum ag = i
  Mtb BioA inh = ·
  UGM FP inh = ·
  Rv3671c inh = 0
  SSB-PriA inh = ·
  GDH-TPI inh = 28
  MazEF act = 42
  DUSP3 inh = -20

structure: COc1ccccc1NC(=O)Cn1cc(C#N)c2ccccc21
  FBA Mtb inh = 0
  3CLpro inhibitor = -1
  Vc quorum ag = -0.5
  Mtb BioA inh = -2.0
  UGM FP inh = 2.2
  Rv3671c inh = -3
  SSB-PriA inh = -10
  GDH-TPI inh = 5
  MazEF act = -1
  DUSP3 inh = -6

Next part:
SMILES,FBA Mtb inh,3CLpro inhibitor,Vc quorum ag,Mtb BioA inh,UGM FP inh,Rv3671c inh,SSB-PriA inh,GDH-TPI inh,MazEF act,DUSP3 inh
Cc1cc(=O)[nH]c2c(C)cc(S(=O)(=O)N3CCCCC3)cc12,-3,-7,i,-0.6,-2.0,·,-3,1,-5,20
N#Cc1ccc(Oc2cccc(C(=O)O)c2)cc1C#N,2,1,i,0.7,-1.7,0,-7,6,2,16
O=C(NCc1nnc(SCC(=O)N2CCc3ccccc32)o1)c1cccs1,1,7,-3.3,·,-1.5,-11,-17,6,4,10
Cc1ccc(NCc2ccc(Cl)nc2)c(NCc2ccc(Cl)nc2)c1,28*,-10,-0.4,·,3.8,-3,-16,4,-6,11
Cc1ccc(OCCC(=O)OC(C)C(=O)Nc2c(C)n(C)n(-c3ccccc3)c2=O)cc1 (configuration not stated),0,·,1.2,-1.2,0.1,5,2,7,-1,·
O=C1Nc2cc(C(=O)NCCCN3CCCC3)ccc2S/C1=C\c1ccccc1,-2,2,-0.4,3.1,-0.6,-9,15,19,-17,-17
COc1ccc2nc3n(c(=O)c2c1)-c1ccc(Cl)cc1C(=O)NC3Cc1ccc(O)cc1 (configuration not stated),3,·,-0.7,-1.6,·,·,-4,9,9,·
CN(C)CCNc1nc2c(c(=O)[nH]c(=O)n2C)n1CCOc1ccccc1,5,1,i,·,-1.0,-15,2,1,0,26
CCS(=O)(=O)Nc1ccc2c(c1)OCO2,3,5,-0.4,·,0.4,4,-7,1,-5,11

Not all compounds are listed. The share of hits here may be higher or lower than overall.
